# From PubChem BioAssay
# TAG inh – inhibitors of triacylglycerol accumulation, primary screen, cell-based, uHTS, fluorescence, H9c2; H9c2 cells, Nile Red lipid (TAG) fluorescence; cells loaded with 200 µM oleic acid; inhibition, % at 12.5 µM; 0.66% of 230,000 active; AID 651582, 2012;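 active means pattern-corrected inhibition of lipid staining of at least 50% with the nuclear-stain viability signal not falling by more than 50%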;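 further: 0% = DMSO wells and 100% = triacsin C control wells; some results filed as inactive read as strong as hits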
# TAG inh DAPI viability – further read-out of TAG inh, marked with its call; DAPI nuclei signal change (viability), lower = more cytotoxic, %;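 whole-well DAPI fluorescence read on a plate reader as a viability signal; minus 50 percent equals half of cells still viable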
# Starred values were filed as active, the others as inactive. Only part of the results is shown, so the mix of outcomes need not match the whole.
compound | TAG inh | TAG inh DAPI viability
CC(C)(C)OC(=O)N1O[C@H]2CC1[C@@H]1[C@@H]2N=NN1CCc1ccncc1 | 0 | 8
CN1CCN(c2nc(C#N)cc(-c3ccccc3)n2)CC1 | 22 | -1
CCCCn1c(N)c(N(CCOC)C(=O)COc2ccc(OCC)cc2)c(=O)[nH]c1=O | 7 | -8
N#Cc1cc(Oc2ccc(Cl)cc2)c(N2CCOCC2)cc1C#N | 5 | -11
CN(C(=O)c1cc(COc2c(F)cccc2F)on1)C1CCOC1 (configuration not stated) | 12 | -1
O=S(=O)(c1cccs1)N1CCN(Cc2nc3ccccc3s2)CC1 | -44 | 6
Cn1c(=O)[nH]c(=O)c2[nH]c(CN3CCN(Cc4ccccc4)CC3)nc21 | 4 | 0
CSCCC(NC(N)=O)C(=O)Nc1cccc(S(=O)(=O)N2CCOCC2)c1 (configuration not stated) | 13 | -13
O=C(Cc1ccc(Cl)cc1)c1ccccc1 | 0 | -5
CCOc1cccc(OCCOCCn2cnc3ccccc3c2=O)c1 | -11 | -6
CCCCn1c(N)c(N(CCOC)C(=O)c2ccc(C)c(S(=O)(=O)N3CCOCC3)c2)c(=O)[nH]c1=O | -11 | 1
Cc1ccc(N2CC(NS(=O)(=O)c3cc(F)ccc3F)CC2=O)cc1C (configuration not stated) | 7 | 1
CCCc1nc(SCc2ccccc2Cl)n[nH]1 | 14 | -11
Cc1ccc(Cl)cc1NC(=O)c1ccccc1OCC(=O)N1CCOCC1 | -1 | 5
FC(F)(Cl)c1nnc2ccc(Sc3ccccn3)nn12 | -6 | 7
CC1CN(C2CCCCC2)C(=S)N(c2ccccc2)C1=O (configuration not stated) | -20 | 10
CC(C)Oc1cc(F)ccc1-c1cc(C(=O)NCc2ccccc2)[nH]n1 | -12 | 6
Cc1cc(=O)n2c3ccccc3n(CC(O)CN3CCN(CCO)CC3)c2c1C#N (configuration not stated) | 18 | -9
O=C(c1cccnc1)N1CCN(c2ccc3ccccc3n2)CC1 | -11 | 4
N#C/C(=C\c1cccc([N+](=O)[O-])c1)c1ccccn1 | 4 | -7
Cc1ccc(F)cc1NS(=O)(=O)c1ccc(Cl)s1 | -2 | 5
CN(C)CCCN(C(=O)c1ccco1)c1nc2ccc(Br)cc2s1 | 17 | -5
Cc1ccc(S(=O)(=O)/N=C2/NC(=O)/C(=C/c3cccnc3)S2)cc1 | -5 | -5
Cc1cc(C(=O)CSc2nnc(-c3ccc(Cl)cc3)n2CC2CCCO2)c(C)n1C (configuration not stated) | -2 | 3
CC(Sc1nnc(CN2CCCC2)n1Cc1ccccc1)C(=O)Nc1ccc(F)cc1 (configuration not stated) | 19 | -13
CCCCn1c(N)c(N(CC(C)C)C(=O)CCCc2nc3ccccc3c(=O)[nH]2)c(=O)[nH]c1=O | -4 | 4
COc1ccc(NC(=O)[C@@H]2CC=C[C@@H]3CCN(Cc4ccc(Cl)c(Cl)c4)C(=O)[C@@H]32)cc1 | -34 | -1
O=c1oc2ccccc2c(Nc2cc3ccccc3cc2O)c1[N+](=O)[O-] | 5 | 33
CCN1CCN(C(=O)c2cc(-c3ccc(Cl)s3)nc3ccccc23)CC1 | 2 | 77
COc1ccc(CN(C)CCc2ccccn2)cc1OC | -5 | -3
COc1ccc(CCNC(=O)c2ccc(SC)cc2OC)cc1 | 2 | -5
CN(C)c1nc(Oc2ccc(OCCOc3ccccc3)nn2)nc(N(C)C)n1 | 11 | -9
N=C1c2ccccc2CN1c1ccc(S(=O)(=O)N2CCCCC2)cc1 | -2 | 0
O=C(NC(c1ccc(-c2ccccc2)cc1)c1cnccn1)C1CCN(Cc2ccc(Oc3ccccc3)cc2)CC1 (configuration not stated) | -15 | 6
COC(=O)c1ccc(C23CC4(C2)[C@H](CN(C)[C@@H]4c2ccccc2)C3c2ccc(Cl)nc2)cc1 (some centres not stated) | -2 | 11
Cc1ccc(NC(=O)COc2ncnc3sccc23)cc1S(=O)(=O)N(C)C | 14 | 6
C=CCOC(Cn1ccnc1)c1ccc(Cl)cc1Cl (configuration not stated) | -22 | 7
CCN(CC(=O)Nc1ccc(OC)c(Cl)c1)CC(=O)NC(C)C | -5 | -11
O=C(NCc1ccc(OC(F)(F)F)cc1)C1CC(c2ccccc2[N+](=O)[O-])=NO1 (configuration not stated) | 4 | -12
Cc1ccccc1N1CC(=O)Nc2c(oc3nc(-c4ccccc4)cc(C)c23)C1=O | 12 | -6
CCN1CCN(S(=O)(=O)c2ccc(Cl)c(C(=O)Nc3ccccc3N3CCOCC3)c2)CC1 | 2 | 2
NS(=O)(=O)c1ccc(NC(=S)NCc2ccc(F)cc2)cc1 | 14 | -4
COc1cccc(NC(=O)C2CCCC2)c1 | -35 | -6
CCCCC(c1nnnn1Cc1ccco1)N1CCN(c2nc3ccccc3s2)CC1 (configuration not stated) | -35 | 11
O=C(c1ccc(F)cc1)n1c(=S)nc2ccccn21 | -5 | 7

# Laid out differently: two of the compounds above
NS(=O)(=O)c1ccc(NC(=S)NCc2ccc(F)cc2)cc1
  TAG inh: 14
  TAG inh DAPI viability: -4

COc1ccc(CCNC(=O)c2ccc(SC)cc2OC)cc1
  TAG inh: 2
  TAG inh DAPI viability: -5

# (list continues)
compound | TAG inh | TAG inh DAPI viability
FC(F)(F)c1ccccc1-c1ccc2nncn2c1 | -8 | 6
CC(Oc1ccc(Br)cc1)C(=O)NCC(c1cccs1)N1CCOCC1 (configuration not stated) | -6 | -6
CCC(Sc1nc(N)c(NC(=O)c2ccc(OC)c(OC)c2)c(=O)[nH]1)C(=O)OC (configuration not stated) | -4 | -4
O=C(CNS(=O)(=O)c1c(F)cccc1F)NC1CCCc2ccccc21 (configuration not stated) | 0 | 3
COc1cccc(NC(=O)c2sc(Cl)nc2C)c1 | -7 | 2
O=C(Nc1ccc(Cl)cc1)N1CCN(c2ccccc2)CC1 | -10 | -5
CCCN1CCCC[C@H]1C(=O)Nc1c(C)cccc1C | 8 | -1
CCc1nc2sccc2c(=O)n1N | -3 | 6
COc1ccc(S(=O)(=O)N2CCOCC2)cc1C(=O)N(C)Cc1ccco1 | 0 | 0
COc1ccc(N2CCN(CCCNC(=O)C3CCN(S(=O)(=O)N4CCOCC4)CC3)CC2)cc1 | -12 | 22
Cc1ccc(CSCC(=O)Nc2ccc(N3CCOCC3)cc2N2CCOCC2)cc1 | -72 | -7
CNC[C@@H]1Oc2cc(Br)ccc2S(=O)(=O)N([C@@H](C)CO)C[C@H]1C | -12 | 1
CC(=O)N1CCc2cc(Br)cc(S(=O)(=O)N3CCN(C(=O)c4ccco4)CC3)c21 | -4 | -6
C=C(C)Cn1c(N2CCN(CC)CC2)nc2c1c(=O)[nH]c(=O)n2C | -4 | -4
CCCC(=O)Nc1ccc(NC(=O)c2cccs2)cn1 | -4 | -1

# Reformatted with values under each structure: entries from further up.
# Each structure is followed by: TAG inh	TAG inh DAPI viability
- CC(Oc1ccc(Br)cc1)C(=O)NCC(c1cccs1)N1CCOCC1 (configuration not stated)
→ -6	-6
- FC(F)(F)c1ccccc1-c1ccc2nncn2c1
→ -8	6
- CCc1nc2sccc2c(=O)n1N
→ -3	6
- COc1cccc(NC(=O)c2sc(Cl)nc2C)c1
→ -7	2
- C=C(C)Cn1c(N2CCN(CC)CC2)nc2c1c(=O)[nH]c(=O)n2C
→ -4	-4

# The results go on:
compound | TAG inh | TAG inh DAPI viability
O=C(NNC(=O)c1cc(Cl)nc2ccccc12)c1ccccc1F | 4 | 3
Cc1cc(C)cc(NC(=O)CSc2nccn2Cc2ccco2)c1 | -3 | 0
O=C(N/N=C/c1ccco1)c1ccc2nc[nH]c2c1 | 4 | 0
CCN1CCN(S(=O)(=O)c2ccc(Cl)c(C(=O)Nc3ccccc3N3CCCCC3)c2)CC1 | -5 | 0
Cc1cc(N(C)C)c(C#N)c(N2CCOCC2)n1 | -5 | 2
CCN(Cc1ccncc1)Cc1cn[nH]c1-c1cc(OC)c(OC)c(OC)c1 | 4 | 8
CC(C)C1CC(CCN2CCCCC2)(c2ccccc2)CCO1 (configuration not stated) | -5 | -1
CCN(CC(=O)Nc1c(F)cccc1F)C(=O)CN1C(=O)c2ccccc2C1=O | -2 | 2
CN(Cc1ccccc1)S(=O)(=O)c1cccc2nsnc12 | 8 | -11
CC(=O)C[C@H](O)CC(=O)[C@H]1OC(=O)[C@H](C)CCCCc2ccccc21 | -7 | 0
COCC(=O)Nc1ccccc1-c1ccccc1 | 1 | -4
COc1ccc(CNC(=O)CCC(=O)N2CCN(S(=O)(=O)c3ccc(Cl)cc3)CC2)cc1 | 3 | -8
CN1CCN(c2ncnc3c2ncn3[C@H]2CN(Cc3ccc4c(c3)OCO4)C[C@@H](CO)O2)CC1 | 8 | -3
Cc1nc2ccc(Cl)cc2n1C | -10 | 0
O=S(=O)(c1cc(Cl)ccc1Cl)N1CC2CCCN2c2ccc(C(F)(F)F)cc21 (configuration not stated) | 26 | -1
CC(=O)Nc1ccc(-c2sc(Nc3cccc4ccccc34)n[n+]2-c2ccccc2)cc1 | 2 | -2
COc1cccc(C(=O)NC(=S)Nc2ccccc2N2CCCC2)c1 | -23 | 3
COc1ccc(CCn2cnc3c([nH]c4ccccc43)c2=O)cc1 | 10 | -7
CC(=O)Nc1ccc(S(=O)(=O)N2CCN(c3cc(C)nc4ccccc34)CC2)cc1 | 8 | 14
C=CCN1C(=O)C2C3C=CC(C2C1=O)C1C2C(=O)N(CC=C)C(=O)C2C31 (configuration not stated) | 0 | 2
CC(C)(C)CC(C)(C)NC(=O)Nc1cccc([N+](=O)[O-])c1 | -27 | 0
CCOC(=O)C1CCCN(Cc2nc3ccc([N+](=O)[O-])cc3c(=O)n2-c2ccc(OC)cc2OC)C1 (configuration not stated) | 2 | -2
CC(C)CC(=O)Nc1nnc(SCC(=O)NCc2ccc3c(c2)OCO3)s1 | -7 | -3
CCC(=O)Nc1ccc(NC(=O)c2cccc(OC)c2)nc1 | -33 | -1
CN(C)C1=NC[C@H](Cc2ccccc2)N1CCCC1CCCC1 | 14 | -14
CNC(=O)N(O)C1N(C)C(=O)N(CC(=O)OC)C1(C)C (configuration not stated) | 7 | -2
CCOC(=O)c1nn(-c2ccc(Cl)cc2)c2nc(Nc3ccccc3)cc(=O)n12 | -4 | 2
NC(=O)Cn1c(-c2nonc2N)nc2ccccc21 | -2 | 12
CN(C)c1ccc(CNCC2CCCO2)cc1 (configuration not stated) | 0 | 9
O=C1CCCN1c1ccc(C(=O)N(Cc2nnc(-c3ccc(Cl)cc3)o2)C2CC2)cc1 | 16 | -3
Cc1ccc2nc3n(c(=O)c2c1)-c1ncccc1C(=O)NC3Cc1ccccc1 (configuration not stated) | 15 | 3
Cc1ccc(Cn2c(C3CCCN3c3nc(-c4cc(Cl)c(N)c(Cl)c4)cs3)nc3cc(Cl)c(Cl)cc32)cc1 (configuration not stated) | 9 | 3
COC(=O)Nc1ccc(S(=O)(=O)N2CCCC(C(=O)N3CCOCC3)C2)cc1 (configuration not stated) | 6 | 0
CN(C(=O)c1cccc(NC(=O)Cc2ccccc2)c1)c1ccccc1 | 4 | 0
O=S(=O)(NCc1ccncc1)c1ccc(F)c(F)c1 | -24 | 6
Cc1ccnc(NC(=O)CCC(=O)N(CC(=O)NCc2ccccc2)Cc2cccs2)c1 | 17 | -9
Cc1ccc(C(=O)N/N=C\c2cccn2C)cn1 | 24 | -51
CC(NC(=O)Nc1ncccn1)(C(F)(F)F)C(F)(F)F | 0 | -10
COc1ccc(CCNC(=O)c2ccc3c(=O)n4c(nc3c2)CCC4)cc1OC | 3 | -5
O=C(CCCn1cc([N+](=O)[O-])cn1)NC1CCCCCC1 | -3 | -1
Cc1onc(-c2ccccc2)c1-c1nnc(COC(=O)c2ccc(O)cc2)o1 | 11 | 0
CCc1ccc(-c2nn(-c3cc(Cl)ccc3[N+](=O)[O-])c(=O)c3ccccc23)cc1 | 3 | 8
CC1(C(=O)NCCc2c[nH]c3ccccc23)CCN1Cc1ccccc1OC(F)F (configuration not stated) | -7 | -4
COc1ccc(Cl)cc1NC(=S)Nc1ccccc1F | 0 | -4
Cc1[nH]c(=S)c(C#N)c(C)c1CCC#N | 9 | -5
C[C@H](CO)N1C[C@H](C)[C@@H](CN(C)C(=O)NC2CCCC2)Oc2cc(Br)ccc2S1(=O)=O | -2 | -2
Cc1ccccc1NC(=O)CCC(=O)N/N=C/c1ccc(F)cc1 | 3 | -9
C[C@@H](NC(=O)c1nc[nH]c1C(=O)NCC(=O)OC(C)(C)C)c1ccccc1 | -16 | 2
CC(=O)N1CCC2(CC1)C/C(=N\NC(=S)Nc1ccccc1C)c1cc(O)ccc1O2 | 8 | 2
CC(C)Cn1cnc2c(c1=N)C(c1ccccc1)C1=C(CC(C)(C)CC1=O)O2 (configuration not stated) | 4 | 0
CC1C/C(=N\NC(=O)CCc2ccc(S(=O)(=O)N3CCOCC3)cc2)CC(C)(C)C1 (configuration not stated) | -2 | -8
CC(=O)c1c(C(C)=O)c(C)n(C2CCCCC2)c1C | -15 | 7
C=CCNc1nc(C)nc(OC)n1 | 9 | 0
O=C(CSc1nnc2ccccn12)Nc1ccc2c(c1)OCO2 | 2 | -1
O=C(COC(=O)c1ccc([N+](=O)[O-])o1)Nc1cccc(S(=O)(=O)N2CCCCC2)c1 | 15 | -3
CCC(C)c1ccc(O)c(NC(=S)NC(=O)c2cccnc2)c1 (configuration not stated) | -10 | 2
CC(=O)Nc1ccc(NC(=O)Cn2nc([N+](=O)[O-])c(Br)c2C)cc1 | 4 | -4
COc1ccc(OC)c(NC(=O)CSc2ncnc3c2cnn3-c2ccccc2Cl)c1 | -127 | -10
CCN1C(=O)[C@H]2[C@@H](c3ccc(C)cc3)N[C@]3(CCCN(Cc4cccn4C)C3=O)[C@H]2C1=O | 9 | 3
